DAGLB inh = blocks human DAGLB lipase activity | HEK293T DAGLB membrane lysate, EnzChek fluorogenic substrate | inhibition, % at 5.17 µM | 340,000 tested, 0.059% active; in the data active means inhibition above about 34%;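 further: 0% = enzyme with vehicle and 100% = wells lacking enzyme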
Target sequence (Q8NCG7 whole entry, looked up): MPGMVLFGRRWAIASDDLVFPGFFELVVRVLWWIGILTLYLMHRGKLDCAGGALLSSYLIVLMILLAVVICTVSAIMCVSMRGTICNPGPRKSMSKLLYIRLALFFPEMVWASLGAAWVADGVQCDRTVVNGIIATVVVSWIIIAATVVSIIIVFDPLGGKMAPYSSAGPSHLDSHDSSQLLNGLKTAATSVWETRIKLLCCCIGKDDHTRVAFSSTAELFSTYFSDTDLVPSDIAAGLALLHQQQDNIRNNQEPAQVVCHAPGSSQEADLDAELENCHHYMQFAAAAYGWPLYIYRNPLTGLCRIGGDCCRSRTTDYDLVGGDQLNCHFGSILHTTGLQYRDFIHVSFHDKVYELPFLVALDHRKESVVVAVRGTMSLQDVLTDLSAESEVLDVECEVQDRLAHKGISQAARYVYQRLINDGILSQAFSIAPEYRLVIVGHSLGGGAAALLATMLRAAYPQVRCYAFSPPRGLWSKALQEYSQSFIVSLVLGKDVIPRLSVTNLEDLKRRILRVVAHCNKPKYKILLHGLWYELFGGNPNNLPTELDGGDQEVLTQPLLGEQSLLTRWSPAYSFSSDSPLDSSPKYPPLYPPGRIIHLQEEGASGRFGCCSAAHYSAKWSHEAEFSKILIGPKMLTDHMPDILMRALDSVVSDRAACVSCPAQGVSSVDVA
HTR5A ag = HTR5A agonism, opioid heterodimer counter-screen; P47898; HTR5A agonist assay, luminescence, cell-based; activation, % at 9.3 µM; 340,000 tested, 0.61% active; AID 504692; in the data active means activation mostly above about 9.5%, no sharp cut-off; inactive means mostly below about 7.6%;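 further: 0% = cells with vehicle only and 100% = reference agonist; strong numbers were not always called active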
Pemphigus Ab inh = inhibitors of pemphigus antibody binding to human desmoglein-3; 310,000 tested, 0.48% active; binding (percent of control), % at 10 µM; DSG3-coupled beads, scFv-anti-DSG3-GFP binding, flow cytometry; active compounds read low; P32926;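 active means binding more than 3 SD below its plate's average and above zero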;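 further: hits lower antibody fragment binding to DSG3; some compounds called inactive have numbers as strong as hits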
V-ATPase pHluor = regulators of yeast V-ATPase proton transport; S. cerevisiae, pHLuorin cytosolic pH fluorescence; response, % at 10 µM; 350,000 tested, 0.37% active; in the data active means response mostly above about 7.3%, no sharp cut-off; inactive means mostly below about 5.4%; further: actives read high; inactives centre near 0; some compounds called inactive have numbers as strong as hits; reference of the scale not given here
MOR-DOR ag = agonists of human mu-delta opioid receptor heterodimerization; P35372+P41143; cells, OPRM1-OPRD1 heterodimerization, luminescence; activation, % at 9.3 µM; 340,000 tested, 0.3% active; AID 504326; in the data active means activation above about 18%;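 further: 0% = vehicle-treated cells and 100% = reference agonist; values of inactives mirror those of a sister screen read the other way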
PKA-R2B activ = activates the human PKA-R2B holoenzyme complex | P22694+P31323 | PKA-R2B holoenzyme dissociation, Cy5-IP20 fluorescence polarization; R2B truncated from residue 108, S112A mutant; 0% DMSO only, 100% 113 µM cGMP | activation, % at 11.4 µM | 340,000 tested, 0.079% active;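 active means activation above a cutoff set at the mean over all compounds plus 3 SD, cut at about 18% in these data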;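 further: higher means more holoenzyme dissociation and a rise in polarization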
Target sequence (P31323 whole entry, looked up, other chains not shown, the tested form may be a part): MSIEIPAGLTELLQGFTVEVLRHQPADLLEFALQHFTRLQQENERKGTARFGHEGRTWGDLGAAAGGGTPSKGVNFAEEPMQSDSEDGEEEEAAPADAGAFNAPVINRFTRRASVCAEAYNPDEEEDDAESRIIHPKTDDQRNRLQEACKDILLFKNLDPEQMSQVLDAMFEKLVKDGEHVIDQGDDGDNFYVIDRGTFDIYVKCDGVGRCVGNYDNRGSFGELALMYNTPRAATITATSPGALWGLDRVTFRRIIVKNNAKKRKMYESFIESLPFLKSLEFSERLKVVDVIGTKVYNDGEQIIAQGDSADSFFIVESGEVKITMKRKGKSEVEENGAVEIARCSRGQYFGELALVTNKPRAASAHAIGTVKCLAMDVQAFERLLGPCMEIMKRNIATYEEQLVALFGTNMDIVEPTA
MOR-DOR inv ag = mu-delta opioid heterodimer inverse agonism; inhibition, % at 9.3 µM; 340,000 tested, 0.21% active; AID 504357; P35372+P41143; cell-based MOR-DOR heterodimer luminescence; in the data active means inhibition above about 22%, passing the limit was not always enough;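 further: 0% = cells with DMSO and 100% = wells without cells with DMSO; values of inactives mirror those of a sister screen read the other way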
Arrestin-AP2 inh = inhibitors of human beta-arrestin and AP2 interaction. FITC-arrestin peptide / GST-AP2 beads, flow cytometry; AP2 beta2 appendage carries R879A mutation. inhibition, % at 10 µM. 340,000 tested, 0.31% active. AID 504490;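 active means inhibition above a set limit, near 3 SD of compounds lacking own fluorescence, cut at about 54% in these data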;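 further: plate controls were DMSO wells for no effect and 5 µM unlabelled arrestin peptide for full effect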
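System: GST-AP2 R879A bound to glutathione beads, E. coli-expressed. Also added: 50 nM FITC-arrestin peptide. Schedule: compound with beads 12 min RT, then probe 1 h RT. Signal: bead flow cytometry, FITC channel. Read-out basis: percent response.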
HTR5A inv ctr = HTR5A inverse agonism, opioid heterodimer counter-screen | inhibition, % at 9.3 µM | 340,000 tested, 0.083% active | HTR5A cell line, luminescence | AID 504634 | P47898; in the data active means inhibition mostly above about 23%, no sharp cut-off; inactive means mostly below about 18%;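 further: 0% = cells with DMSO and 100% = no-cell wells with DMSO; some compounds called inactive have numbers as strong as hits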
PKA-R1A activ = activates the PKA-R1A holoenzyme complex; P00514+P68181; PKA-R1A dissociation, Cy5-IP20 fluorescence polarization; scaled: DMSO 0%, 113 µM cGMP 100%; activation, % at 11.4 µM; 340,000 tested, 0.083% active; AID 504707;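 active means percent activation above the mean of all tested compounds plus 3 SD, cut at about 19% in these data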;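 further: higher means more PKAc released from R1A so a rise in polarization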
* marks the source's active call; other numbers are inactive results; x = not tested or not shown.

SMILES	DAGLB inh	HTR5A ag	Pemphigus Ab inh	V-ATPase pHluor	MOR-DOR ag	PKA-R2B activ	MOR-DOR inv ag	Arrestin-AP2 inh	HTR5A inv ctr	PKA-R1A activ
COc1ccc(CCN2C(=O)CC(N3CCN(S(=O)(=O)c4ccccc4)CC3)C2=O)cc1OC (configuration not stated)	0	-3	96	3	-0.4	11	2	-4	10	-2
O=C(CC(=O)Nc1ccc(Cl)c(Cl)c1)N/N=C/c1ccc(O)cc1	-2	7	102	-2	-1.5	3	7	-9	-1	-10
CCN(CC)C(c1ccc(C)cc1)c1nnnn1C1CCCCC1 (configuration not stated)	-8	-1	96	-3	3.1	2	-16	6	3	4
O=C(O)CC/C(=N\NC(=O)CNC(=O)c1cccc(Cl)c1)c1ccccc1	2	-4	88	4	2.4	-11	-17	4	10	-13
COc1ccc(N2C(=O)C3CCCN3C2c2ccccc2)cc1Cl (configuration not stated)	1	2	108	0	-2.8	-3	16	13	-2	-2
COc1cc2cc(CN(Cc3nnnn3Cc3ccco3)C3CCCCC3)c(=O)[nH]c2cc1OC	-1	1	114	3	-0.7	-3	4	23	-12	11
COc1ccccc1OCC(=O)N/N=C/c1c(O)ccc2ccccc12	-1	4	x	0	0.2	5	-1	5	-14	-5
COc1ccc(CCC(=O)NC2CCCc3ccccc32)cc1OC (configuration not stated)	1	3	115	-1	1.3	-2	-11	12	3	-4
COc1cccc(CNC(=O)C2CCN(S(=O)(=O)c3ccc(C)cc3)CC2)c1	0	0	x	2	-0.5	-5	3	-16	-14	-4
CC(=O)NCCc1nc2cc(NC(=O)c3cccc([N+](=O)[O-])c3)ccc2n1C	0	1	90	-1	-2.2	0	13	-13	-6	3
O=C(Nc1cc(S(=O)(=O)N2CCOCC2)ccc1N1CCCC1)C1COc2ccccc2O1 (configuration not stated)	0	3	86	1	-4.1	-3	22	4	-8	-3
C/C(=N\NC(=O)c1ccc([N+](=O)[O-])cc1)c1cccc([N+](=O)[O-])c1	-4	5	91	-1	4.6	-7	-23	5	-12	0
COc1cccc(C=Nc2ccccc2C#N)c1O	1	4	99	-2	-0.4	1	2	-8	-18	-7
COC(=O)c1ccccc1NC(=O)N1CCN(S(=O)(=O)c2ccc(Cl)cc2)CC1	-5	-3	99	-4	3.1	-3	-17	0	-34	-2
CC1CCCN(C(=O)Cn2c(=O)oc3ccccc32)C1 (configuration not stated)	3	-1	x	2	-1.2	3	7	14	10	-1
O=c1oc2cc(O[C@@H]3OC[C@@H](O)[C@H](O)[C@H]3O)ccc2c2ccccc12	-1	-4	93	3	-0.4	-12	2	1	15	3
CCc1ccc(N(C(=O)CNC(=O)c2ccco2)C(C(=O)NC2CCCC2)c2ccncc2)cc1 (configuration not stated)	0	1	95	6	-0.6	3	4	6	-18	1
CCc1ccc(CNCc2cccs2)cc1	-4	-1	113	-1	0.4	4	-2	-13	3	3
COc1ccc(NC(=O)Nc2ccccc2SC)c(OC)c1	5	2	-6.3*	-5	1.6	-8	-8	-4	-6	-9
CCOc1ccc2[nH]c(=S)[nH]c2c1	-2	5	113	-3	-0.6	6	3	0	8	1
CCc1ccc2c(CSc3nnnn3C)cc(=O)oc2c1	1	0	106	-2	-1.3	-5	7	-5	11	-10
Cc1nc2ccc(Br)cn2c(=O)c1Cl	0	3	x	0	-1.4	-4	9	1	-7	-4
CC(C)CNC(=O)COc1ncnc2sccc12	0	2	98	-3	-3.6	-3	17	-2	-5	-4
O=C(c1cccc2ccccc12)C1CCCN(C(=O)C2CCOCC2)C1 (configuration not stated)	1	2	97	0	-1.8	-6	9	-12	-5	-7
COc1ccc(N2CCN(CCC3Oc4cc([N+](=O)[O-])ccc4NC3=O)CC2)cc1 (configuration not stated)	1	1	115	-1	-3.8	1	18	53	32	-10
CS(=O)(=O)c1ccc(Cl)c(NC(=O)C2CC(=O)N(c3ccc4c(c3)OCCO4)C2)c1 (configuration not stated)	1	8	109	3	0.4	3	-2	4	-30	5
CCCn1nc(C(=O)NCC2COc3ccccc3O2)c2ccccc2c1=O (configuration not stated)	-10	5	x	7	1.5	3	-6	-4	-13	-13
CC(=O)Oc1ccc(C(=O)Nc2ccc(S(=O)(=O)NCC3CCCO3)cc2)cc1 (configuration not stated)	0	8	109	0	-1.5	-4	8	-1	-23	12
O=S(=O)(c1cccc2nonc12)N1CCN(c2ccccc2F)CC1	-3	-2	100	2	-2.2	-2	11	13	-5	-4
CSC[C@H]1CN(c2ccc(Br)cc2)C(=O)[C@@H]1CC(=O)Nc1ccccc1	-2	x	102	1	x	-3	x	x	x	-4
O=C(COc1ccc(F)cc1)N(Cc1ccc(Cl)cc1)C1CCS(=O)(=O)C1 (configuration not stated)	3	-3	x	1	-1.1	-10	6	2	12	-5
O=C(c1ccc(Cl)c(S(=O)(=O)N2CCCC2)c1)N1CCN(c2ccccc2)CC1	-2	4	102	1	-1.4	-6	7	7	-40	6
O=C(NCCCN1CCCCC1)c1ccc(CS(=O)c2ccc(F)cc2)o1 (configuration not stated)	0	5	111	1	-2.7	9	14	15	-11	2
CC/C(O)=C1\C(=O)CC(c2ccccc2)CC1=NC(C)C (configuration not stated)	0	3	104	-4	-3.2	6	17	-4	0	0
COc1ccc(NC(=O)Cc2ccsc2)c(OC)c1	0	0	x	-4	-0.3	-4	2	-7	0	6
Cc1ccc(Nc2ccc(N)cc2S(=O)(=O)O)cc1	10	-2	99	-3	-1.0	8	5	1	6	2
COc1cnc(-c2ccccn2)nc1Oc1ccccc1	1	-5	110	4	-3.9	-2	20	-5	13	-6
Cc1ccccc1NC(=O)COC(=O)/C=C/c1cccc(C(F)(F)F)c1	-4	3	101	0	-1.2	-10	7	3	8	0
COCCOC(=O)C1=C(C)NC(=O)NC1/C=C/c1ccccc1 (configuration not stated)	1	2	97	0	-3.7	5	19	5	-6	18
COc1ccccc1S(=O)(=O)Cc1ccc(C(=O)NCCN2CCCCCC2)o1	-2	-5	119	-1	-1.3	2	7	2	13	6
CCSC1=NCCN1C(=O)c1c(-c2ccccc2Cl)noc1C	-1	7	x	-1	-1.7	-4	8	31	-17	-10
COc1nccnc1NS(=O)(=O)c1ccc(NC(=O)c2ccc(F)cc2)cc1	-2	0	x	-7	1.1	11	-8	10	1	5
O=C(COC(=O)c1ccccn1)c1cccc(Br)c1	1	-2	96	-4	-7.2	1	37*	31	17	-10
CCOC(=O)c1nn(-c2ccc(OCC)cc2)c(C)c1C(C)=O	-2	-8	91	4	-0.7	9	4	-4	20	0
Cn1c(=O)n(Cc2ccc(F)cc2)c(=O)c2c1nc1n2CCN1Cc1ccco1	9	x	x	-3	x	7	x	-10	x	7

Record cards, from the list above.
Shown for CCOC(=O)c1nn(-c2ccc(OCC)cc2)c(C)c1C(C)=O = DAGLB inh: -2; HTR5A ag: -8; Pemphigus Ab inh: 91; V-ATPase pHluor: 4; MOR-DOR ag: -0.7; PKA-R2B activ: 9; MOR-DOR inv ag: 4; Arrestin-AP2 inh: -4; HTR5A inv ctr: 20; PKA-R1A activ: 0
Shown for COc1cnc(-c2ccccn2)nc1Oc1ccccc1 = DAGLB inh: 1; HTR5A ag: -5; Pemphigus Ab inh: 110; V-ATPase pHluor: 4; MOR-DOR ag: -3.9; PKA-R2B activ: -2; MOR-DOR inv ag: 20; Arrestin-AP2 inh: -5; HTR5A inv ctr: 13; PKA-R1A activ: -6

The list goes on:
SMILES	DAGLB inh	HTR5A ag	Pemphigus Ab inh	V-ATPase pHluor	MOR-DOR ag	PKA-R2B activ	MOR-DOR inv ag	Arrestin-AP2 inh	HTR5A inv ctr	PKA-R1A activ
Cc1ccc(NC(=O)N2CCc3ccccc32)cc1	-4	10	x	-1	-0.7	-8	4	19	-34	-1
C=CCn1c(C)c(C(C)=O)c(N2CCOCC2)nc1=S	0	-4	x	3	-2.9	-2	13	10	-5	1
O=C(O)CCC(=O)N1CCN(c2nc(-c3ccccc3Cl)c3cc(Br)ccc3n2)CC1	2	4	104	0	-1.5	-6	9	7	6	-6
O=C(Nc1nnc(C2CC2)s1)C1=NN(C2CCS(=O)(=O)C2)C(=O)CC1 (configuration not stated)	0	-2	98	5	1.0	4	-5	25	6	9
O=C(OCC#CCSc1nnc(-c2ccncc2)o1)c1cccs1	-5	2	100	-4	-0.8	-4	4	3	5	5
C=CCc1c(C)nc(SC)nc1Nc1ccc(C(C)=O)cc1	-3	-1	x	-2	-4.6	-3	21	16	-14	-6
O=C1C=C(c2cccnc2)CCC1	-4	7	93	-1	-1.8	8	10	28	11	-3
COc1ccccc1S(=O)(=O)Nc1ccc(S(=O)(=O)Nc2nccs2)cc1	-4	-5	101	1	-1.5	-2	6	16	11	-10
COc1ccc(-c2nc(-c3ccccc3)nc(Cl)c2C#N)cc1	1	-3	103	5	-1.9	-7	9	10	-10	-7
CN(C)c1ccc(Cl)cc1N	2	4	99	2	1.6	-2	-9	3	-10	-5
COC(C(=O)NNC(=O)Cc1ccc(Cl)cc1)c1ccccc1 (configuration not stated)	0	0	x	-2	-1.5	7	7	10	3	-11
CSc1ncccc1C(=O)Nc1nc2ccc(S(C)(=O)=O)cc2s1	0	4	104	-1	-2.5	-8	13	-42	-7	0
COc1ccc(N2CCN(C(=O)CCS(=O)(=O)c3ccc4c(c3)CCN4C(=O)C3CC3)CC2)cc1	-2	-3	94	0	-0.9	3	4	4	-13	-14
COC(=O)Cc1ccc(NC(=S)N2CCN(c3cccc(O)c3)CC2)cc1	1	4	101	0	0.6	4	-3	0	-13	3
CNC(=O)c1c(Cl)cnn1-c1ccc(C)cc1	0	-5	89	-2	-1.1	0	6	10	15	-6
CN(c1ccccc1)S(=O)(=O)c1ccc(NC(=O)c2ccc(F)cc2)cc1	-6	0	108	-3	1.5	1	-8	-15	-22	-3
COCCNC(=O)CN1C(=O)CC(C)(C)S(=O)(=O)c2ccccc21	1	-1	108	-1	-3.6	0	18	2	3	5
COc1ccc(C(CNC(=O)C(=O)NC2CCCC2)N2CCN(C)CC2)cc1 (configuration not stated)	-1	3	98	-5	-3.8	-7	18	21	9	-12
C/C(=N\NC(=O)CN1CCN(S(=O)(=O)c2ccc(C)cc2)CC1)c1ccc(O)cc1	3	3	98	1	-1.7	-10	9	-16	-8	0
CCCS(=O)(=O)N1CCC(C(=O)NCCCN2CCC(Cc3ccccc3)CC2)CC1	1	-5	110	-2	1.8	8	-11	-4	11	-14
CCN(CC)CCn1c(SCC(=O)NCc2ccco2)nc2c(sc3ccccc32)c1=O	0	-2	98	0	-1.7	10	9	-4	8	2
O=C(CN(C(=O)CCC(=O)Nc1nccs1)c1cccc(F)c1)NCC1CCCO1 (configuration not stated)	-2	-1	81	2	-1.2	-1	5	9	-11	-3
Cn1c(=O)oc2cc(S(=O)(=O)CCC(=O)N3CCN(c4ccccc4)CC3)ccc21	0	1	x	3	-1.0	-3	5	-11	-9	-4
COc1ccc(C)cc1NC(=O)COC(=O)c1ccc2c(c1)OCCO2	-7	19*	94	1	8.9	-11	-36	-12	-47	-15
CC(=O)c1c(C(C)=O)c(C)n(Cc2ccc3c(c2)OCO3)c1C	0	4	107	-2	-3.8	-6	17	-13	-2	1
CC(C)NCCCCOc1ccc(Br)cc1Cl	2	3	97	-2	1.6	14	-11	16	-7	-14

Bioassay records from PubChem.
